Source: PubChem
Lipid storage S3: qHTS Assay for Lipid Storage Modulators in Drosophila S3 Cells; Drosophila S3 cells, BODIPY lipid droplet fluorescence, 18-24 h; cells fed with added oleic acid; Potency in µM for hits, for the others lipid storage change, negative = inhibition, % at the top dose, mostly 46.1 µM; actives 0.64% (n = 320,000); active means well fitted inhibition curve with a large enough effect in the signal ratio, with a control signal flat, not every such curve was filed as active; inconclusive means small, poorly fitted or top-dose-only effect, or effect the other way, or a change in a side signal; the % refers to the signal ratio
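Drosophila S3 cells got compounds at several concentrations plus oleic acid (400 uM solution). Laser-scanning cytometry with 488 nm excitation read lipid droplets at 500-530 nm and cells at 575-640 nm. Percent activity was relative to 20 uM Triacsin C.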
Lipid storage S3 cell count max: second read-out of Lipid storage S3, no call of its own (marks repeat the call); cell number change, %; measured here: cell count max response;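 cells counted by Cell Tracker Red CMTPX staining in the red channel; peak over a dose series mostly up to 46.1 µM; percent activity relative to internal control wells on each plate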
An asterisk follows results filed as active; i = inactive; ? = inconclusive; . = not tested or not shown. On the % scale 0 is the no-effect control and ±100 the full control effect; potency means the concentration at half of the fitted maximal effect. A portion of the library (hit frequency here may not be typical).

canonical_smiles | Lipid storage S3 | Lipid storage S3 cell count max
CC(C)c1oc(=O)cc2c1[C@@H](O)[C@H]1OC(=O)[C@@]3(C)C[C@@H](O)[C@@H](O)[C@@]2(C)C13 (stereo partly specified) | ? | .
CCOC(=O)C1(CCc2ccccc2)CCN(Cc2ccc(NC(C)=O)cc2)CC1 | 21% | 1
CCC(C)NC(=O)c1c(N)n(CC2CCCO2)c2nc3ccccc3nc12 (stereo unspecified) | ? | .
CN1CCN(c2ncc(C=O)s2)CC1 | -6% | 3
Cc1nn(Cc2ccccc2)c(C)c1C(=O)O | 8% | 11
CCOc1ccc(-c2cc(C)[n+](CCO)c(-c3ccc(OCC)cc3)c2)cc1 | ? | .
COCCNC(=O)N1[C@H]2CC[C@@H]1C(C(=O)OC)=C(c1ccc(OC(F)(F)F)cc1)C2 | ? | .
COc1cccc(CNC(=O)CCn2c(=O)oc3ccccc32)c1 | ? | .
O=C(c1ccc(Cl)cc1)C1CCCN(Cc2ccon2)C1 (stereo unspecified) | 29% | 14
CCCOP(=O)(c1ccc(N(C)C)cc1)C(O)c1ccc(N(C)C)cc1 (stereo unspecified) | ? | .
CCCCN1C(=O)NC(=O)C2(Cc3c(nc4ccccn4c3=O)N3CCc4ccccc4C32)C1=O (stereo unspecified) | -3% | -16
COC(=O)C(O)(c1ccc(N(C)C(=O)c2ccc(Cl)c(Cl)c2)cc1)C(F)(F)F (stereo unspecified) | ? | .
C=CCn1c(=O)c(C=Nc2c(OC)cccc2[N+](=O)[O-])c(O)n(CCCC)c1=O | ? | .
CC(=O)OC1C2CCC1C(N1CCCCC1)CC2 (stereo unspecified) | 1% | 2
COCc1cc(OC(=O)N(C)C)nc2c1c(C)nn2C | -4% | 6
COc1ccccc1CN1CCN(Cc2ccc(Cl)cc2)CC1 | ? | .
CCC(C)NS(=O)(=O)c1ccc(OCC(=O)N2CCN(CC)CC2)cc1 (stereo unspecified) | -5% | -15
COc1cc(/C=C/c2nc3ccccc3c(=O)n2-c2ccccc2O)ccc1O | 0% | -9
CC(=C1C(=O)c2ccccc2C1=O)N1CCN(CCN=Cc2c(O)n(C)c(=O)n(C)c2=O)CC1 | i | .
C/C1=C\[C@@H](C)C/C=C/[C@H]2[C@@H]3O[C@]3(C)[C@@H](C)[C@H]3[C@H](Cc4c[nH]c5ccccc45)NC(=O)[C@]32C(=O)/C=C/C(=O)[C@@H]1O | ? | .

Record cards (already shown). Order of values: Lipid storage S3, Lipid storage S3 cell count max
CCCOP(=O)(c1ccc(N(C)C)cc1)C(O)c1ccc(N(C)C)cc1 (stereo unspecified) is listed with ?, .
CC(C)c1oc(=O)cc2c1[C@@H](O)[C@H]1OC(=O)[C@@]3(C)C[C@@H](O)[C@@H](O)[C@@]2(C)C13 (stereo partly specified) is listed with ?, .

The main list resumes; the 6 compounds before the break are reprinted first.
canonical_smiles | Lipid storage S3 | Lipid storage S3 cell count max
COCc1cc(OC(=O)N(C)C)nc2c1c(C)nn2C | -4% | 6
COc1ccccc1CN1CCN(Cc2ccc(Cl)cc2)CC1 | ? | .
CCC(C)NS(=O)(=O)c1ccc(OCC(=O)N2CCN(CC)CC2)cc1 (stereo unspecified) | -5% | -15
COc1cc(/C=C/c2nc3ccccc3c(=O)n2-c2ccccc2O)ccc1O | 0% | -9
CC(=C1C(=O)c2ccccc2C1=O)N1CCN(CCN=Cc2c(O)n(C)c(=O)n(C)c2=O)CC1 | i | .
C/C1=C\[C@@H](C)C/C=C/[C@H]2[C@@H]3O[C@]3(C)[C@@H](C)[C@H]3[C@H](Cc4c[nH]c5ccccc45)NC(=O)[C@]32C(=O)/C=C/C(=O)[C@@H]1O | ? | .
Cc1c(C(c2ccc(F)cc2)c2c(O)c3ccccc3oc2=O)c(=O)n(-c2ccccc2)n1C (stereo unspecified) | ? | .
BrCCc1ccccc1 | ? | .
COC(=O)C1=C(c2ccccc2)C[C@@H]2CC[C@H]1N2C | i | 4
O=C(COc1ccc(Cl)cc1)N(c1ccc(Cl)cc1)C1CN2CCC1CC2 (stereo unspecified) | 1% | 3
COc1ccc2c(c1OC)CN1CCc3cc4c(cc3[C@H]1C2)OCO4 | ? | .
CCN(CC)S(=O)(=O)c1ccc(C(=O)NC2CN3CCC2CC3)cc1 (stereo unspecified) | 0% | -1
O=S(=O)(c1ccccc1)N1CCN2CCCC2C1 (stereo unspecified) | i | -7
O=C(c1ccc(-c2ccccc2)cc1)C1CCCN(Cc2ccn[nH]2)C1 (stereo unspecified) | 20% | -5
CN(C)CCCN=Cc1c(O)n(CCc2ccc(F)cc2)c(=O)[nH]c1=O | 10% | 4
N#Cc1ccc(Cn2cc(C=O)c3ccccc32)cc1 | 11% | 16
O=[N+]([O-])c1ccc(NCCCN2CCOCC2)c2ncccc12 | 25% | 21
CCOP(=O)(OCC)c1cc(C)c(O)c(C(C)(C)C)c1 | ? | .
CC(C)c1ccc(NC(=O)CSc2nnc(OC(=O)N(C)C)n2C2CC2)cc1 | ? | .
COc1ccc(N2CCN(CCc3ccncc3)CC2)cc1 | i | 23
O=[N+]([O-])c1cnc2ccc3ccccc3c2c1 | ? | .
CCCc1cc(=O)oc2cc(OCC(=O)N3CCN(Cc4ccc5c(c4)OCO5)CC3)ccc12 | ? | .
COc1cccc(C(=O)C2CCCN(Cc3ccc4nonc4c3)C2)c1 (stereo unspecified) | 7% | 13
O=C(Cc1ccccc1)N1CCN(Cc2cccnc2)CC1 | ? | .
C[C@]12CC[C@H]3C(CCC4(O)CC(O)CC[C@]34C=O)C1=CC[C@H]2c1ccc(=O)oc1 (stereo partly specified) | -14% | -13
O=C(Cn1c(=O)oc2cc(S(=O)(=O)N3CCOCC3)ccc21)N1CCc2ccccc2C1 | ? | .
NC(=O)CN1C2CCC1CC(NC(=O)C1CC1)C2 (stereo unspecified) | ? | .
O=c1[nH]c(=S)n(C2CC2)c(O)c1C=NCc1cccnc1 | -23% | 11
CCN1CC2C3CCC(C)(O3)C2C1 (stereo unspecified) | 1% | 20
Cc1cc(C)nc(NC2=NCCS2)n1 | -10% | -1
O=C1NC(=O)C(=Cc2ccc(N3CCOCC3)o2)C(=O)N1 | -7% | 15
CCCNC1=C(C)C(=O)C2=C(C1=O)C(COC(N)=O)[C@]1(OC)C3NC3CN21 (stereo partly specified) | ? | .
COC(=O)C1=C(c2ccccc2OCc2ccccc2)C[C@@H]2CC[C@H]1N2C(=O)NCc1cccc(F)c1 | 4% | 16
CCC[N+]12CCC(CC1)C(C(O)(c1ccccc1)c1ccccc1)C2 (stereo unspecified) | -16% | 18
ClC1=CCC2CN(CCN3CCCCC3)CC2C1 (stereo unspecified) | -8% | 8
COC(=O)C(O)(c1ccc(N(C)C)cc1)C(F)(F)F (stereo unspecified) | -5% | -11
C[C@]12C=CC(=O)C=C1CC[C@@H]1C2CC[C@]2(C)OC(=O)CCC12 (stereo partly specified) | i | .
Cn1c(O)c(/C=C2/C=CC=N2)c(=O)[nH]c1=O | -11% | 5
C#CCOC(=O)C1=CCCN(C)C1 | 2% | 2
COc1ccc(CCNC2CCCCCC2)cc1 | -21% | 10
CCCCCCNC(=O)N[C@@H](Cc1ccc(O)cc1)C(=O)NCCC[C@H]1CN2C(=NC[C@H]2C)N1CC1CCC1 | 8% | 14
COc1cc2c(c(OC)c1OC)-c1ccc(O)c(=O)cc1C(NC(C)=O)CC2 (stereo unspecified) | 5% | 4
COC(=O)C1=C(c2ccc(F)cc2OCc2ccccc2)C[C@@H]2CC[C@H]1N2C(=O)NCCN1CCOCC1 | ? | .
c1ccc(CN2CCc3nc4ccccc4cc3C2)cc1 | ? | .
Nc1ccc(Br)cc1C(=O)c1ccccc1 | ? | .
COC(=O)C1=C(c2ccc(OC)c(OC)c2)C[C@@H]2CC[C@H]1N2C(=O)N1CCc2cc(OC)c(OC)cc2C1 | -9% | 6
O[C@H]1C2CCC1C(N1CCCCC1)CC2 (stereo partly specified) | ? | .
CNC(=O)Oc1cccc(-c2cn3cc(OC(=O)NC)ccc3n2)c1 | ? | .
CC1CC(C)CN(C(=O)COC(=O)c2cn(C)c3ccccc23)C1 (stereo unspecified) | ? | .
CC(C)(Cl)[N+](=O)[O-] | ? | .
Cc1cccnc1NC(=O)CCn1c(=O)oc2ccccc21 | ? | .
CCOc1ccc(-n2c(-c3cccs3)nc3ccccc3c2=O)cc1 | 24% | -9
CCCCCCOc1ccc(CN2CCN(C)CC2)cc1 | ? | .
CC1CN=C(Nc2cccc3ccccc23)S1 (stereo unspecified) | ? | .
COC(=O)C1=C(c2ccc(F)cc2F)C[C@@H]2CC[C@H]1N2C(=O)N1CCC(C)CC1 | 10% | -3
Cc1ccsc1C(=O)C1CCCN(Cc2cccc(OCCO)c2)C1 (stereo unspecified) | -17% | -10
CCOc1cc2c(cc1OCC)-n1cccc1C(c1cccc(OCC)c1O)NC2 (stereo unspecified) | ? | .
CC(=O)N1N=C(c2cccnc2)OC1c1ccccc1Cl (stereo unspecified) | ? | .
C=CCN(c1ccccc1)S(=O)(=O)c1ccc2c(c1)oc(=O)n2C | ? | .
COc1cccc(-n2c(-c3ccoc3)nc3ccccc3c2=O)c1 | ? | .
Clc1ccc(Cn2ccnc2)cn1 | 1% | .
CC(=O)Nc1ccc(OC(=O)N(C)C)cc1 | ? | .
Cc1cccc(OCC(=O)N2CCN(Cc3cccnc3)CC2)c1 | -19% | -4
Oc1ccc(Br)cc1CN1CCN(c2ccccc2)CC1 | ? | .
COc1cc(NC(=O)CN2C3CCC2CC(O)(c2cccnc2)C3)cc(OC)c1 (stereo unspecified) | i | 47
CN(C)c1ccc(/C=C2/C(=O)NC(=O)N(CCc3ccc(F)cc3)C2=O)cc1 | ? | .

An excerpt of these results, with each value named.
> Cc1cccc(OCC(=O)N2CCN(Cc3cccnc3)CC2)c1
  Lipid storage S3: -19% | Lipid storage S3 cell count max: -4

> Oc1ccc(Br)cc1CN1CCN(c2ccccc2)CC1
  Lipid storage S3: ? | Lipid storage S3 cell count max: .

Next results.
canonical_smiles | Lipid storage S3 | Lipid storage S3 cell count max
O=c1[nH]c(=O)n(Cc2ccco2)c(O)c1C=NCCN1CCOCC1 | ? | .
Cc1ccc(-n2c(O)c(C=NCC3CCCO3)c(=O)[nH]c2=O)c(C)c1 (stereo unspecified) | 15% | 19
CC(C)CNP(=S)(c1ccccc1)C(C)(C)C (stereo unspecified) | ? | .
COP(=O)(OC)C(NC(=O)/C=C/c1ccccc1)C(Cl)(Cl)Cl (stereo unspecified) | -14% | .
CCOC(=O)N(CC)c1ccc(C(O)(C(=O)OCC)C(F)(F)F)cc1 (stereo unspecified) | 12% | -13
O=C(Cc1ccccc1)Oc1cccc(-n2cnnn2)c1 | 5% | -9
COc1cccc(-c2nn(Cc3ccccc3)cc2C(=O)O)c1 | i | 31
O=C(C1CC(=O)N(C2CCCCCCC2)C1)N1CCC2(CC1)OCCO2 (stereo unspecified) | ? | .
NNC(=O)c1ccc(O)cc1 | ? | .
CN(CC(=O)Nc1ccccc1-c1ccccc1)C1CCCCC1 | ? | .
Cc1c(C=O)c2ccccc2n1Cc1cccc(F)c1 | -2% | .
Cc1nn(Cc2ccccc2Cl)c(C)c1C(=O)OCC(=O)N1CC(C)OC(C)C1 (stereo unspecified) | 9% | -6
Cc1cc(NCCN)nc2ccccc12 | i | 16
CCc1c(C)nc(N)nc1N1N=C1SCC(N)=O | ? | .
Cc1nn(CC(=O)N2CCC3(CC2)OCCO3)c(=O)c2cc3ccccc3n12 | ? | .
Cc1cccc(C(O)(C(=O)NNC(=O)CN2CCN(C)CC2)c2cccc(C)c2)c1 | -2% | 2
Clc1cccc(C2NCc3ccccc3-n3cccc32)c1 (stereo unspecified) | -21% | -23
O=c1cccc2n1CC1CC2CN(c2ncnc3c2cnn3-c2ccc(Cl)cc2)C1 (stereo unspecified) | 7% | 2
CN1C(=O)/C(=C\N2CCc3ccccc32)C(=O)NC1=S | ? | .
CN(C)C(CNC(=O)Cc1ccc(Br)cc1)c1ccccc1 (stereo unspecified) | ? | .
CC12CC[C@H]3[C@@H](CCC4(O)C[C@H](O)CCC34/C=N/NC(=O)c3ccccc3F)C1(O)CCC2C1=CC(=O)OC1 (stereo partly specified) | ? | .
COc1ccc(-n2c(-c3ccco3)nc3ccccc3c2=O)cc1 | ? | .
O=C(c1cc(=O)[nH]c2ccc(Br)cc12)N1CCC2(CC1)OCCO2 | 1% | -19
COC(=O)C1=COC(C)C2CN3CCC4(C(=O)Nc5ccccc54)C3CC12 (stereo unspecified) | 1% | -9
CCn1cc(C(=O)N2CCC3(CC2)OCCO3)c(=O)c2cc(S(=O)(=O)N3CCCC3)ccc21 | ? | .
CN(C)c1ccc(/C=C/C=C2/C(=O)NC(=O)N(c3ccccc3)C2=O)cc1 | ? | .
CCOP(=O)(OCC)C(O)c1ccc2c(c1)OCO2 (stereo unspecified) | ? | .
CCc1cc2c(s1)N(CC(=O)OC)C(=O)CN=C2c1ccccc1OC | -25% | -9
C[C@@H]1O[C@@H](O[C@H]2C[C@@H](O)[C@]3(CO)[C@H]4[C@H](O)C[C@]5(C)[C@@H](C6COC(=O)C6)CC[C@]5(O)[C@@H]4CC[C@]3(O)C2)[C@H](O)[C@H](O)[C@H]1O (stereo partly specified) | -3% | 0
Cc1ccccc1-n1c(-c2ccc([N+](=O)[O-])cc2)nc2ccccc2c1=O | 6% | -14
CCCCCCCC(=O)OCC(O)CO (stereo unspecified) | ? | .
CN1C(=O)C(Cc2cccs2)C(=O)N(C)C1=O | -6% | 2
O=C1NC(=O)C2(Cc3ccccc3N3CCCC32)C(=O)N1c1cccc(Cl)c1 (stereo unspecified) | ? | .
